Assay outcomes as filed in PubChem.
TSG101-PTAP inh – blocks PTAP/TSG101 interaction to inhibit HIV-1 budding. AID 493005. 340,000 tested, under 10 active. Q99816. Potency, µM (doses to about 115 µM), inactives show at the highest dose activity change, negative = inhibition, actives largely listed as inhibitors. Fluorescence polarization, FITC-PTAP peptide / Tsg101 binding; active = well fitted inhibition curve with a large enough effect in the main read-out, with a control signal flat, not every such curve was filed as active; inconclusive = small, poorly fitted or top-dose-only effect, or effect the other way, or a change in a side signal; inactive = no such curve, though single readings can be large or run the other way; note: potency is the fitted concentration of half-maximal effect; % of control where 0% means no effect
Target sequence (Q99816 whole entry, looked up): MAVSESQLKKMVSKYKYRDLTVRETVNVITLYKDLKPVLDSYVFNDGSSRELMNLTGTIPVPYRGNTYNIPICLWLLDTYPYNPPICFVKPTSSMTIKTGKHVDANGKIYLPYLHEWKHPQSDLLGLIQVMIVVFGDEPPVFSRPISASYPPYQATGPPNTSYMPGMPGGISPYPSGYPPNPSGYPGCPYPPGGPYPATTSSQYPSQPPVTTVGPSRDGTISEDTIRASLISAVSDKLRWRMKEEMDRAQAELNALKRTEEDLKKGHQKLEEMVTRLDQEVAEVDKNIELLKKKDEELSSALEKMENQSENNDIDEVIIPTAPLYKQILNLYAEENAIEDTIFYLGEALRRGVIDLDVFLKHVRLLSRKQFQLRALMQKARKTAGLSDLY
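Tsg101 binding domain (10 uM final) was mixed with compound and a FITC-labeled PTAP peptide (50 nM final) in HEPES pH 7.5 buffer with NaCl, Tween 20, EDTA and TCEP; fluorescence polarization was read after 20 min at r.t.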
TCR act – activates T cell receptor signaling | AID 504894 | 330,000 tested, under 10 active | primary human leukocytes, anti-CD3, IL-2 HTRF, 48 h | Potency, µM (series often up to 9.22 µM), inactives show at the top dose activation of IL-2 secretion, actives largely listed as activators; note: % of control where 0% means no effect
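Primary human leukocytes were stimulated with a-CD3 beads plus compounds for 48 hr without co-stimulation; secreted IL-2 was quantified by HTRF using a-IL-2-K (europium cryptate) and a-IL-2-d2, excited at 320nm with acceptor emission read at 665nm.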
ASM inhibitor – human S-ASM enzyme inhibition. placental ASM, HMU-PC fluorogenic substrate, 60 min. P17405. Potency, µM (titrated, usually from 57.5 µM), for the others: at the top dose activity change, negative = inhibition, most hits filed as inhibitors. hit rate 0.006% among 340,000; note: potency is the fitted concentration of half-maximal effect
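Fluorescence read-out (Ex 386 nm, Em 447 nm) after stopping the reaction at pH 10. Enzyme: ASM from human placenta; substrate HMU-PC0, 9 uM final; 60 min, 37 °C. Compound preincubation 10 min, ambient temperature.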
AT treatment – candidate therapy for ataxia-telangiectasia | […] A-T fibroblasts, KAP-1 phosphorylation AlphaLISA; neocarzinostatin DNA damage 30 min before lysis | AID 485349 | hit rate 0.19% among 320,000 | Potency, µM (series often up to 57.5 µM), for the others: at the top dose activation, actives largely listed as activators; note: potency is the fitted concentration of half-maximal effect; % of control where 0% means no effect; nearly all actives have a fitted effect of over 45% in size
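hTERT-immortalized A-T patient fibroblasts ([…]), 500 cells/well in OPTI-MEM, 1% FBS, got compounds for 60 min, then NCS for 30 min at 37C. Lysates were then assayed for phospho-KAP-1 by AlphaLISA (anti-pKAP1 donor, anti-KAP1 acceptor beads), 6 hr at 25C.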
TSHR antag – human thyrotropin receptor antagonism | hit rate 0.2% among 330,000 | P16473 | TSHR-expressing cells, TSH-stimulated cAMP HTRF, 2 h; hits give low values | activity change, negative = inhibition, % at 11.5 µM;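 active = activity change below a set negative limit, meaning inhibition stronger than a set level, cut at about -70% in these data; inconclusive = activity change between two set negative limits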; note: % is set by controls: 0 for no effect and ±100 for the full control effect
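TSHR-expressing cells, 200/well, pre-treated with compound, then stimulated with EC80 TSH (4nM final) for 2 hours at 37 deg C. cAMP measured by competitive HTRF: anti-cAMP cryptate antibody in lysis buffer plus cAMP-d2, read after 30 minutes at room temperature.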
Tb PFK block – blocks T. brucei phosphofructokinase; O15648; T. brucei PFK, ADP-Glo luminescence; Potency, µM (top dose mostly 57.5 µM), without a hit: at the highest dose activity, negative = inhibition, actives largely listed as inhibitors; hit rate 0.17% among 330,000; AID 485367;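 note: potency is the fitted concentration of half-maximal effect; 0% = uninhibited 1x PFK enzyme wells and -100% = no-enzyme wells; nearly all actives have a fitted effect of over 60% in size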
Target sequence (O15648 whole entry, looked up): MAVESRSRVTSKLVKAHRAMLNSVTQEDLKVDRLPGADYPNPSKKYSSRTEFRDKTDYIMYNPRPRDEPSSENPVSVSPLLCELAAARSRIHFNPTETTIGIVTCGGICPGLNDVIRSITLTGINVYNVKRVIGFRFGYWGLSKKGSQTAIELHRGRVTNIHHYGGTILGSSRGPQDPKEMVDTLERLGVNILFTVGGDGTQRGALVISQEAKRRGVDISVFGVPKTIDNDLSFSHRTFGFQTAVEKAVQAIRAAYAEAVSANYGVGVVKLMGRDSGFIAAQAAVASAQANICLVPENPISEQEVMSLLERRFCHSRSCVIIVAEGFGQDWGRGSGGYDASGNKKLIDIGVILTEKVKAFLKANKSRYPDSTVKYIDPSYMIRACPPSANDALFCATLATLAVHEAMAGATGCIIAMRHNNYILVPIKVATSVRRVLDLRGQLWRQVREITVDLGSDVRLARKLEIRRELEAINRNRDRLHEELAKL
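Compounds were pin-transferred as a titration series up to 57 uM into substrate buffer (0.5 mM F6P, 0.1 mM ATP, pH 8.0), then 1.25 nM PFK was added and reactions ran 45 min before ADP-Glo detection.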
Mito fusion act – blocks mitochondrial division or promotes mitochondrial fusion; Potency, µM (series often up to 46.1 µM), inactives show top-dose growth rescue (activation), usual class: activators; S. cerevisiae fusion-defective mutant growth rescue, CellTiterGlo 48 h; AID 485298; hit rate 0.23% among 320,000;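 note: potency is the fitted concentration of half-maximal effect; % of control where 0% means no effect; nearly all actives have a fitted effect of over 45% in size; temperature-sensitive fusion mutants such as fzo1-1 at 37 °C on non-fermentable ethanol glycerol medium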
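Temperature-sensitive fusion-defective S. cerevisiae (e.g. fzo1-1, mgm1-5) were grown with compound in YPEG medium (3% ethanol, 3% glycerol) for 48 hours at 37C. Growth rescue was measured as viability by CellTiterGlo luminescence after 10 minutes at ambient.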
Integrin act MD – integrin-mediated muscular dystrophy alleviation activation; alpha7betagal myoblasts, beta-gal FDG fluorescence, 48 h; AID 624291; hit rate 0.064% among 350,000; Potency, µM (highest dose often 38.3 µM), without a hit: at the highest dose activation, hits mostly activators;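 note: potency is the fitted concentration of half-maximal effect; 100% = response of the positive control SU9516; nearly all actives have a fitted effect of over 60% in size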
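Alpha7betagal+/- myoblasts (passage 13) were plated 16-24 hr, then exposed to compounds (1:260 dilution of DMSO stock) for 48 hours at 37C. After MPER lysis, β-galactosidase reporter activity was read as FDG fluorescence (ex 480/em 540) after 30 minutes.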
Eya2 phos inh – blocks the phosphatase activity of human Eya2; recombinant Eya2, OMFP fluorescence dephosphorylation (OMFP is methylfluorescein phosphate); O00167; Potency, µM (series often up to 76.9 µM), inactives show top-dose activity, negative = inhibition, hits mostly inhibitors; hit rate 0.006% among 330,000; AID 488837; note: potency is the fitted concentration of half-maximal effect; % is set by controls: 0 for no effect and ±100 for the full control effect
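Eya2 (0.2 uM) preincubated 10 min at ambient with compound, then OMFP substrate added at 50 uM; 10 min reaction in 50 mM HEPES pH 7.5, 50 mM NaCl, 5 uM MgCl2, 0.05% BSA, 1 mM DTT. Fluorescence read at Ex 485/Em 525 nm.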
ELG1 repair inh – inhibitors of ELG1-dependent DNA repair in HEK293T cells; HEK293T ELG1-luciferase reporter, luminescence, 16 h; DNA damage induced by 5-fluorouridine; Potency, µM (doses to about 46.1 µM), inactives show at the top dose activity change, negative = inhibition, hits mostly inhibitors; hit rate 2.3% among 330,000; AID 504467; note: potency is the fitted concentration of half-maximal effect; % is set by controls: 0 for no effect and ±100 for the full control effect; nearly all actives have a fitted effect of over 55% in size
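In this reporter screen, reduction of luminescence relative to DMSO vehicle indicated activity. Compounds and 5-fluorouridine were added together to 2,000 cells per well, incubated for 16 hr at 37 °C, then developed with ONE-Glo.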
Chronic BCR inh – blocks chronic active B-cell receptor signaling | ABC-DLBCL IkBa-CBG/CBR reporter, luminescence ratio, 4 h | Potency, µM (highest dose often 46.1 µM), inactives show top-dose ratio change, negative = lower green/red ratio, hits mostly inhibitors | hit rate 0.05% among 340,000; active = well fitted inhibition curve with a large enough effect in the signal ratio, with a control signal flat, not every such curve was filed as active; inconclusive = small, poorly fitted or top-dose-only effect, or effect the other way, or a change in a side signal; the % refers to the signal ratio;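 note: potency is the fitted concentration of half-maximal effect; plate controls were basal doxycycline-induced cells for no effect and cells given 10 µM MG132 for full effect; MG132 reads +100%, hits lower the ratio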
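Cell line TMD8 (human ABC DLBCL), stably expressing tet-inducible CBG68-IkBa fusion and CBR; IMDM/0.5% FBS; cpd up to 46 uM; dox induction, 4 h, 37C/5% CO2; dual luminescence; green/red ratio; MG132 control.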
An asterisk follows results filed as active; ? = inconclusive; . = not tested or not shown; [ ] = remark or other dose. Unless noted, calls come from the whole dose curve; as a rule, active = well fitted curve in the direction sought with a large enough effect; inconclusive = small, poorly fitted or top-dose-only effect, or another doubt; inactive = no such curve, though single readings can be large; an effect the other way counts as inactive or inconclusive. Random draw from the library; 3.2% or so of the library scored in one or more.

SMILES	TSG101-PTAP inh	TCR act	ASM inhibitor	AT treatment	TSHR antag	Tb PFK block	Mito fusion act	Integrin act MD	Eya2 phos inh	ELG1 repair inh	Chronic BCR inh
Cc1cc2c(cc1C)C(c1cc(Br)ccc1F)CC(=O)N2 (stereo not given)	0.1%	-2.1%[46.1 µM]	2.8%	1.3%	-18.6	-9.2%	?	-16.4%	2.5%	?	-12.4%
Cc1ccc(S(=O)(=O)Nc2nc(C)c(NC(=O)Nc3ccc(Cl)cc3Cl)s2)cc1	-2.3%	0.2%	-18.4%	-8.6%	53.6	0.0%	2.9%	-21.9%	9.2%	4.1%	-2.3%
CC1=C(C)C(=O)N(CCC(=O)O)C1=O	-6.4%	-32.0%	0.8%	8.7%	13.4	0.6%	0.4%	1.0%[7.66 µM]	-3.0%	4.7%	8.7%
CCN(C(=O)COC(=O)c1cccnc1SC)C1CCS(=O)(=O)C1 (stereo not given)	-0.8%	1.9%	0.8%	-2.9%	3.1	-3.0%	-2.4%	-12.8%	-7.2%	3.1%	?
CC1(C)Cc2c(C#N)c(SCc3ccccc3)nc(N3CCOCC3)c2CO1	-0.2%	-6.3%	-15.2%	-0.7%	-4.0	-6.5%	9.4%	38.0%	-18.1%	2.31µM*	?
CCOc1ccc(-c2cc(C(=O)O)c3ccccc3n2)c(OCC)c1	-4.3%	-6.0%[46.1 µM]	6.7%	-1.3%	-0.8	1.2%	2.9%	11.9%	1.4%	?	-0.5%
COc1ccc(OC)c(CN2CCC(Cc3ccccc3)CC2)c1	-0.1%	-0.7%	-0.7%	0.4%	5.1	-2.2%	-3.0%	-45.5%[inhibitor]	-0.1%	-12.9%	8.1%
Cn1ccc2ccc(C3=CC(=O)C[C@H](c4ccc(F)cc4)C3)cc21	-4.1%	-1.2%	-2.4%	7.8%	-5.7	4.7%	?	-10.4%	-3.4%	?	10.9%
O=C1C=C(c2ccc(Cl)cc2)OC2(CCCC2)O1	-2.6%	-6.5%	-1.7%	-5.9%	13.6	2.1%	-3.0%	38.4%	-8.2%	-2.3%	16.5%
O=C1c2ccccc2NC2(CCCC2)N1NS(=O)(=O)c1ccccc1	-0.3%	.	27.8%	5.8%	6.0	1.0%	1.2%	6.1%	2.4%	-4.2%	-7.8%
Cc1cccc(-n2c(C)cc(C(=O)NC3CCCCC3)c2C)c1	-3.9%	4.6%[46.1 µM]	3.2%	12.5%	-36.9	-8.3%	?	-52.3%[inhibitor]	3.3%	?	-21.3%
O=C(CSc1nc(-c2ccco2)cc(C(F)(F)F)n1)NCCCn1ccnc1	5.4%	-0.1%	-1.9%	2.6%	7.9	-1.2%	-3.1%	4.3%	-1.5%	3.0%	-15.4%
CCCC(=O)Nc1nnc(SCC(=O)N2C(C)CCCC2C)s1 (stereo not given)	-3.3%	12.0%	-1.8%	11.4%	-6.4	2.3%	19.6%	-12.0%	-5.3%	-16.6%	-2.4%
NC1=NC[C@@H](Cc2ccc(O)cc2)N1CCc1cccc2ccccc12	-4.4%	3.3%	1.9%	38.7%	16.0	-8.7%	-1.0%	3.5%	-4.7%	11.0%	?
CCCCCOc1ccc(/C=C/C(=O)NCCc2nc3ccccc3[nH]2)cc1OC	-3.5%	1.3%	-4.1%	-0.7%	15.2	-11.3%	3.1%	-13.6%	-3.0%	-24.8%	-3.4%
CCC1OC(=O)C(C)C(OC2C[C@@](C)(OC)C(O)C(C)O2)C(C)C(O[C@@H]2OC(C)CC(N(C)C)C2O)[C@](C)(O)CC(C)C(=NOCOCCOC)C(C)C(O)[C@]1(C)O (stereo not given in full)	0.1%	-11.4%	-2.8%	0.9%	4.0	-1.8%	-7.7%	.	3.5%	4.7%	2.1%
NC(=O)C1CCN(C(=O)/C=C/c2cccc(Br)c2)CC1	-0.6%	0.8%	4.5%	12.6%	-3.3	1.7%	-3.3%	2.0%	10.6%	?	?
O=C(O)c1ccccc1C(=O)Nc1ccc(Oc2ccccc2)cc1	0.0%	5.2%	7.7%	-1.8%	14.0	0.0%	-3.9%	-8.6%	-2.9%	?	?
Cc1ccc(SC(C)C(=O)NCCC2=CCCCC2)cc1 (stereo not given)	-2.9%	-4.8%[46.1 µM]	2.6%	6.2%	-17.8	-0.2%	9.0%	31.6%	-2.1%	?	11.8%
Cc1c(Cl)cccc1NC(=O)CSc1nccn1C	-5.5%	-2.0%	2.1%	-3.3%	-4.4	0.6%	-3.9%	?	-18.3%	9.7%	-6.9%
O=C(C#Cc1ccccc1)Nc1ccc(F)cc1	1.1%	2.5%	4.8%	-1.4%	-5.4	-1.6%	1.2%	-51.0%[inhibitor]	3.5%	?	?
O=C(COC(=O)c1ccc(Br)cc1)NCC1CCCO1 (stereo not given)	-2.7%	6.9%	-0.6%	2.3%	-6.1	1.0%	.	11.8%	1.7%	7.6%	0.5%
O=C(Cn1nc(C(=O)O)c2ccccc2c1=O)c1cc(F)ccc1F	-1.4%	-4.9%	1.5%	3.5%	-12.2	3.7%	5.4%	-41.5%	-1.4%	?	?
O=C(O)C(Cc1c[nH]c2ccccc12)NS(=O)(=O)c1cccc2nsnc12 (stereo not given)	-2.7%	1.9%[46.1 µM]	9.7%	-1.4%	12.3	0.0%	1.4%	0.0%	-5.3%	11.0%	-0.1%
CCc1cccc(NC(=S)N(CCOC)C(C)c2ccco2)c1 (stereo not given)	-0.4%	-6.0%	-5.4%	-72.7%[inhibitor]	-2.0	0.3%	0.5%	10.3%	7.8%	-2.0%	-3.3%
O=C(COc1ccccc1[N+](=O)[O-])Nc1ccc(NC(=O)c2cc3ccccc3o2)cc1	-1.1%	-4.7%	-6.4%	-0.2%	-0.8	4.7%	-1.1%	-55.7%[inhibitor]	8.2%	-7.6%	?
CCc1nc(SCC(=O)Nc2sc(C)c(C)c2C(=O)OC)c2ccccc2n1	.	.	.	0.3%	-3.2	0.9%	1.5%	.	8.9%	-15.1%	-1.2%
CCC(C)NC(=O)Cn1c(-c2ccccc2)cc(C(C)=O)c1C (stereo not given)	0.0%	-6.5%	2.1%	-2.1%	-3.5	0.1%	0.7%	6.2%	-1.0%	-1.8%	3.6%
CN(C)C(=O)COC(=O)c1cccc(CN2C(=O)c3ccccc3C2=O)c1	-7.5%	-3.3%	-2.8%	1.1%	8.7	6.9%	5.9%	-7.8%	-4.9%	3.1%	-1.6%
O=C(COC(=O)c1cc(Cl)cc(Cl)c1)NCCN1C(=O)CSC1=O	-2.4%	-1.6%[46.1 µM]	-3.7%	0.3%	18.8	-0.2%	-0.3%	-9.5%	10.8%	-4.0%	?
COc1ccc(CC(NC(C)=O)C(=O)NC2CCN(C(=O)c3ccc(Cl)cc3)CC2)cc1 (stereo not given)	3.3%	1.1%	0.6%	4.2%	-4.0	-12.7%	-9.3%	-8.4%	-0.9%	-8.8%	-10.0%
CCN(CC)CCCNC(=O)c1cc(Nc2ccc(OC)cc2OC)nc2ccccc12	-5.0%	0.8%	-9.6%	4.5%	-5.0	-0.2%	-3.1%	-66.2%[inhibitor]	10.4%	-9.5%	?
COc1ccc(-c2noc(CSc3nnc(-c4ccccc4)n3C)n2)cc1	-9.6%	4.8%	-1.9%	.	-4.2	-6.5%	-0.6%	8.0%[7.66 µM]	4.6%	-0.5%	8.1%
CCc1ccc(CCC(=O)Nc2nccs2)o1	-0.4%	-3.2%	-3.6%	23.5%	11.2	6.8%	0.2%	-7.2%	-13.3%	?	?
